# GSTO1 counter = GSTO1 inhibition, counter-screen for RBBP9 inhibitors. P78417. recombinant GSTO1, activity-based probe fluorescence polarization. inhibition, % at 5.96 µM. 300,000 tested, 1.1% active;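 active = inhibition above the campaign mean inhibition plus 3 SD, cut at about 35% in these data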;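 note: 0% = GSTO1-1 with DMSO and 100% = wells lacking GSTO1-1 enzyme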
# PAD4 inh = PAD4 (human) enzyme inhibition | inhibition, % at 6.36 µM | recombinant PAD4, RCA probe fluorescence polarization | 330,000 tested, 0.41% active | Q9UM07;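 active = percent inhibition above a cutoff equal to the mean of all tested compounds plus 3 SD, cut at about 15% in these data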;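 note: 0% = PAD4 with RCA probe and DMSO and 100% = probe without PAD4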
# PAFAH1B3 inh = inhibitors of human PAFAH1B3; Q15102; inhibition, % at 3.39 µM; recombinant PAFAH1B3, FP-rhodamine probe, fluorescence polarization; 340,000 tested, 0.28% active;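 active = inhibition above the screen-wide average of all tested compounds plus 3 SD, cut at about 25% in these data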;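 note: 0% = enzyme with DMSO only and 100% = wells lacking PAFAH1B3 protein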
# PAFAH1B2 FP inh = inhibitors of human PAFAH1B2 | P68402 | recombinant PAFAH1B2, FP-rhodamine activity probe, fluorescence polarization | inhibition, % at 3.39 µM | 340,000 tested, 1.2% active | AID 492953;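 active = inhibition above the mean of all tested compounds plus 3 SD, cut at about 24% in these data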;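 note: 0% = enzyme with DMSO and 100% = wells lacking PAFAH1B2; many of its hits are not listed in these tables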
# PAFAH2 FP inh = PAFAH2 (human) inhibition. recombinant PAFAH2, FP-rhodamine activity probe, fluorescence polarization. inhibition, % at 3.39 µM. 340,000 tested, 0.99% active;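 active = inhibition above the mean over all tested compounds plus 3 SD, cut at about 30% in these data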;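 note: inhibitors block probe labeling of enzyme so polarization drops; 0% = enzyme with DMSO and 100% = wells lacking PAFAH2 protein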
# LYPLA1 counter = counter-screen for PME1 inhibitors: inhibitors of human LYPLA1; O75608; recombinant LYPLA1, FP-Rh probe fluorescence polarization; inhibition, % at 5.9 µM; 320,000 tested, 0.16% active;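 active = inhibition above the mean of all tested compounds plus 3 SD, set per campaign, cut at about 14% in these data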;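 note: inhibitors block serine hydrolase probe labeling of LYPLA1 so polarization falls; 0% = enzyme with DMSO and 100% = wells lacking LYPLA1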
# PREPL inh = inhibitors of human prolyl oligopeptidase-like enzyme PREPL; Q4J6C6; recombinant PREPL, fluorescence polarization activity-based probe; inhibition, % at 5.96 µM; 320,000 tested, 0.68% active; in the data active = inhibition above about 43%;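 note: 0% = enzyme with DMSO and 100% = wells lacking enzyme; many of its hits are not listed in these tables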
# Target sequence (Q4J6C6 whole entry, looked up): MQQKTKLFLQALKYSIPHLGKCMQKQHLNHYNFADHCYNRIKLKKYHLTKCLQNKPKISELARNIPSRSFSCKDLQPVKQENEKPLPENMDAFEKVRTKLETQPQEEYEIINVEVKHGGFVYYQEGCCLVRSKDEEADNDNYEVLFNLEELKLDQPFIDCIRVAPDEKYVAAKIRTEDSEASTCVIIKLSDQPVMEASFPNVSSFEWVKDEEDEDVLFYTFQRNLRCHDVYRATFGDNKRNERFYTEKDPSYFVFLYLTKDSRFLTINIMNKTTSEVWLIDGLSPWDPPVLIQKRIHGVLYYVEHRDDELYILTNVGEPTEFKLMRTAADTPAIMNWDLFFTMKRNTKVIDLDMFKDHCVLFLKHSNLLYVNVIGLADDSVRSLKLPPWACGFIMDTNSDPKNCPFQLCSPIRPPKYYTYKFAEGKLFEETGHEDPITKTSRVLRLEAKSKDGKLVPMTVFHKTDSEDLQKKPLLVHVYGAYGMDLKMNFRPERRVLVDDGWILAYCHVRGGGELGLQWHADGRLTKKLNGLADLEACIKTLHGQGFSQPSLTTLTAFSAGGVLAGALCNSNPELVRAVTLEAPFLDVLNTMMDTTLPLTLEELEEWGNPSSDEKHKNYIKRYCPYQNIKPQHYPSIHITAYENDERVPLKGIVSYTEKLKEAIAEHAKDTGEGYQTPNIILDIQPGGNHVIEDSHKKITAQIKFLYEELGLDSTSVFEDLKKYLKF
# LYPLA2 counter = counter-screen for PME1 inhibitors: inhibitors of human LYPLA2. recombinant LYPLA2, FP-Rh probe fluorescence polarization. inhibition, % at 5.9 µM. 320,000 tested, 0.38% active;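 active = inhibition above the screen-wide mean plus 3 SD, limit set per campaign, cut at about 26% in these data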;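 note: 0% = LYPLA2 with DMSO and 100% = wells lacking LYPLA2 enzyme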
# Target sequence (O95372 whole entry, looked up): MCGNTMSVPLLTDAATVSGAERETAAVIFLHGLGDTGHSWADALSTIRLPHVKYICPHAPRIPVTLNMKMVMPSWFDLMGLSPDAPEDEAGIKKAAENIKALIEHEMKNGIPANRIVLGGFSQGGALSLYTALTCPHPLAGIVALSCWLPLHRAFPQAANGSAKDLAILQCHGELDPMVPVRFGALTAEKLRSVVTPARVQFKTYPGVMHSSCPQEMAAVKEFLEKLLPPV
# pPAFAH inh = inhibitors of human plasma PAF acetylhydrolase (pPAFAH); 330,000 tested, 1.5% active; Q13093; AID 463082; inhibition, % at 3.39 µM; recombinant pPAFAH, FP-rhodamine probe fluorescence polarization;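 active = inhibition above the mean inhibition across the screen plus 3 SD, cut at about 25% in these data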;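 note: inhibitors block binding of the rhodamine activity-based probe so polarization drops; 0% = enzyme with DMSO and 100% = wells lacking pPAFAH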
# The depositor's hits bear a star; nt = not tested or not shown. An excerpt; the hit share may differ from the screen's.
SMILES,GSTO1 counter,PAD4 inh,PAFAH1B3 inh,PAFAH1B2 FP inh,PAFAH2 FP inh,LYPLA1 counter,PREPL inh,LYPLA2 counter,pPAFAH inh
COc1ccc(NC(=O)c2ccc3nccnc3c2)cc1,-5,-4,0,0,-11,-1,0,1,8
CC1Oc2ccccc2C=C1/C=C1/SC(N2CCOCC2)=NC1=O (stereo unspecified),16,-1,1,-2,-4,2,9,1,7
CN(C)CCNC(=O)c1cc(Br)ccc1Cl,1,-1,11,2,3,1,4,4,1
O=C(N/N=C/C(Cl)=C/c1ccccc1)c1ccccn1,-6,-3,4,-1,-3,-1,7,-3,-5
Cc1ccc(C2=NC3(CCCCC3)N=C2SCC(=O)Nc2ccc3c(c2)OCCO3)cc1,8,4,1,3,-7,-6,6,-17,-7
Nc1nc2n[nH]nc2c(=O)[nH]1,-2,-1,9,3,2,5,-1,4,0
O=C(O)c1ccccc1C(=O)N1CCN(c2cccc(Cl)c2)CC1,-5,2,11,5,1,3,-1,3,3
COc1ccc(-n2cnc3sccc3c2=O)cc1,5,3,13,2,8,3,-3,3,2
COc1cc(/C=C2\C=CC(=O)O2)cc(OC)c1,-5,-2,1,5,-4,-2,-7,-8,6
CCOC(=O)c1cnc2nc(SCc3ccccc3Cl)[nH]n2c1=O,-26,2,nt,nt,nt,-5,-1,-1,0
O=[N+]([O-])c1ccc(OCCOCCOc2ccc([N+](=O)[O-])cc2)cc1,4,-1,2,-1,-3,-3,-4,-2,5
COCCNC(=O)[C@H](C)[C@H]1C[C@]1(C)[C@H](NC(=O)OCc1ccccc1)c1ccccc1,-1,1,7,3,1,-3,8,-2,-1
Cc1cc(C)c(S(=O)(=O)NNC(=O)C2CCN(Cc3ccccc3)CC2)c(C)c1,10,-5,-2,2,0,-1,2,0,3
CCCCCn1cnc2sc(-c3ccccc3)cc2c1=O,-2,6,8,5,-3,-3,10,3,3
COc1ccc(S(=O)(=O)Nc2cccc(-c3ccc4nncn4n3)c2)cc1F,-1,-2,2,2,-4,-1,11,-2,-1
C/C(=N\NC(=O)c1ccc(C)cc1C)c1ccc2c(c1)Nc1ccccc1S2,0,-3,2,-5,0,-3,37,-6,20
CC(C)CC(=O)NC1(C(F)(F)F)C(=O)N(Cc2ccccc2)C2=C1C(=O)CC(C)(C)C2 (stereo unspecified),4,5,5,3,-2,-1,1,-7,-8
O=C1CC(c2ccc3c(c2)OCO3)C2=C(CCCC2=O)N1 (stereo unspecified),-7,-3,3,11,-3,1,6,4,4
O=C(NC(=S)Nc1cccc2cccnc12)c1cccs1,1,1,3,-1,2,-3,2,-1,1
CCOc1ccc(NC(=O)C2CCCN(C)C2)cc1 (stereo unspecified),18,1,10,0,-4,-1,-5,-4,-2
C/C=C/Cn1c(SCc2ccc(Cl)cc2)nc2c1c(=O)[nH]c(=O)n2C,-7,-1,6,17,-1,-1,8,1,1
COc1ccc(CN2CCNC(=O)C2CC(=O)NC2CCCC2)cc1OC (stereo unspecified),-5,0,13,-3,-19,3,25,15,3
COc1ccc(NC(=O)c2ccc(CN(c3cc(Cl)ccc3C)S(=O)(=O)c3ccccc3)cc2)cc1OC,6,-2,1,1,-15,-5,1,-1,-2
CCCCNC(=O)C1c2cc(OC)c(OC)cc2C(=O)N(C)C1c1ccc(OC)cc1 (stereo unspecified),6,-3,-7,-1,3,1,-15,1,-2
Cc1nnc2n1CCCCC2,3,6,0,3,1,-2,10,2,4
O=C(/C=C/c1ccccc1[N+](=O)[O-])c1ccc(F)cc1,-2,4,10,3,7,0,12,9,7
Cc1nn(-c2cc(N3CCNCC3)ccc2[N+](=O)[O-])c(=O)c2ccccc12,4,3,7,-1,1,0,7,-5,5
CC(C)(C)Nc1nc(-c2ccc3c(c2)CCN3C(=O)C2CC2)cs1,10,5,-1,4,8,1,-7,-7,10
CCCCN(CCCC)c1nc(OC)nc(-n2nnc(C(C)=O)c2C)n1,8,2,0,4,4,-3,1,2,8
O=C(O)/C=C\C(=O)Nc1ccccc1F,4,-1,4,-4,5,1,4,-1,0
O=C(COC(=O)c1cc(Cl)ccc1O)NNC(=O)c1ccc([N+](=O)[O-])cc1,4,2,8,3,2,0,4,8,10
O=C1CCC/C1=C/Nc1ccc(Cl)cc1,2,1,4,-4,-7,0,-7,1,8
CCOc1ccccc1NC(=O)CN(c1ccc(Cl)cc1)S(C)(=O)=O,0,-3,8,8,6,-6,16,-11,-5
Cn1c(=O)c2cc(S(=O)(=O)Nc3cccc(F)c3)ccc2n(C)c1=O,-4,-1,15,1,-9,3,-2,4,15
C/C(=N\NC(=S)NC(C)C)c1ccco1,-1,-4,5,-3,8,0,-20,1,-3
NC(=O)c1ccc(-n2nnnc2SCC(=O)NC2CCCCC2)cc1,-1,-7,-4,-2,-8,-2,4,7,-1
CCN(CC)CC(=O)Nc1scc2c1c(=O)oc1ccccc12,-1,2,0,7,1,4,10,3,0
CCc1nnc(NC(=O)CSc2nc3c(C)cccc3[nH]2)s1,36*,0,1,-2,-4,-1,5,0,-2
Cc1cc2nc(-c3ccc(SCC(=O)N4CCN(C(=O)c5ccco5)CC4)nc3)[nH]c2cc1C,-13,-4,0,2,3,-16,6,-19,18
COc1cccc(OC)c1C(=O)Nc1ccc(Br)c(C(=O)c2ccccc2)c1,-5,5,-3,-1,-7,-1,8,1,0
COc1ccccc1CN1CCCCC1C(=O)O (stereo unspecified),-14,3,0,3,9,2,2,7,5
Cc1ccc(C)c(N(CC(=O)NC2CCCC2)C(=O)CCC(=O)Nc2cc(C)on2)c1,-2,-2,9,-1,5,8,-5,7,7
Cc1onc(-c2c(F)cccc2Cl)c1C(=O)N=C(N)N1CC(C)OC(C)C1 (stereo unspecified),1,1,12,-2,4,6,-8,8,5
Cc1ccc(NC(=S)N2CCN(CCN3C(=O)c4cccc5cccc(c45)C3=O)CC2)cc1,3,1,-1,3,-1,0,13,16,5
CC1=CC2=NC(=O)/C(=C/c3cccn3Cc3ccccc3)C(=N)N2O1,-5,0,9,12,-2,-4,-40,-4,0
COc1ccccc1NC(=S)NC1CCCCCC1,1,0,2,3,3,-1,12,2,-2
Cc1cc(Nc2ccc(F)c(Cl)c2)n2ncnc2n1,6,0,4,4,4,1,4,-5,-2
O=C(Nc1cccc(C(F)(F)F)c1)c1c(O)c2ccccc2[nH]c1=O,8,4,2,4,1,-7,12,-3,-12
CCOC(=O)c1c(C)[nH]c(=S)c(C#N)c1-c1ccc(OC)cc1,-10,2,7,10,-7,-4,-4,1,4
Cc1ccc(F)cc1NC(=O)N1CCN(C2c3ccccc3-c3ccccc32)CC1,-9,1,-4,14,-8,-1,-19,2,5

# Next part.
SMILES,GSTO1 counter,PAD4 inh,PAFAH1B3 inh,PAFAH1B2 FP inh,PAFAH2 FP inh,LYPLA1 counter,PREPL inh,LYPLA2 counter,pPAFAH inh
CN(C)C(=O)c1snnc1-c1ccccc1,12,-4,8,7,-2,-1,20,-4,-8
Cc1nc(S(=O)(=O)c2ccc(Cl)cc2)nc2c1CCC2,-2,-3,1,6,4,2,12,-4,1
COc1ccc(C(CNC(=O)c2ccc(OCc3c(C)noc3C)cc2)N2CCCC2)cc1 (stereo unspecified),nt,1,-12,0,-1,-2,-23,0,4
Cc1ccc(C)c(N2C(=O)C3C4C=CC(CC4)C3C2=O)c1 (stereo unspecified),4,-1,3,2,4,2,-5,0,-1
C/C(=N/N1CCN(c2ccccn2)CC1)c1cccc([N+](=O)[O-])c1,0,1,5,5,-6,3,0,5,8
CCCCn1c(SCC2CCCCO2)nc2cc(S(N)(=O)=O)ccc21 (stereo unspecified),-10,-2,4,3,0,2,8,-2,5
O=[N+]([O-])c1ccc(/C=N/Nc2nc(NCc3ccccc3)nc(N3CCOCC3)n2)cc1,1,-5,0,7,6,-6,3,-3,-1
O=S(=O)(NC1=NCCCCCC1)c1cccs1,3,0,-1,7,-3,-1,13,5,1
CC(=O)NCCc1ccc(C(=O)COC(=O)C2CCCCC2)cc1,nt,4,10,7,5,nt,6,nt,-1
Cc1nc2ccccc2cc1OCc1ccccc1,-12,-2,8,5,3,-3,-4,-3,22

# Three compounds out of the list, ordered by count of non-hydrogen atoms, lowest first:
SMILES,GSTO1 counter,PAD4 inh,PAFAH1B3 inh,PAFAH1B2 FP inh,PAFAH2 FP inh,LYPLA1 counter,PREPL inh,LYPLA2 counter,pPAFAH inh
Cc1nc(S(=O)(=O)c2ccc(Cl)cc2)nc2c1CCC2,-2,-3,1,6,4,2,12,-4,1
C/C(=N/N1CCN(c2ccccn2)CC1)c1cccc([N+](=O)[O-])c1,0,1,5,5,-6,3,0,5,8
COc1ccc(C(CNC(=O)c2ccc(OCc3c(C)noc3C)cc2)N2CCCC2)cc1 (stereo unspecified),nt,1,-12,0,-1,-2,-23,0,4

# Continued:
SMILES,GSTO1 counter,PAD4 inh,PAFAH1B3 inh,PAFAH1B2 FP inh,PAFAH2 FP inh,LYPLA1 counter,PREPL inh,LYPLA2 counter,pPAFAH inh
COc1ccc(C2=NS(=O)(=O)N(C)C(C(=O)Nc3cc(OC)c(OC)c(OC)c3)=C2)cc1,-7,-6,11,-2,3,4,9,7,8
CS(=O)(=O)N(CC(=O)Nc1ccc(C(N)=O)cc1)C1CCCCC1,-1,-2,1,0,2,1,15,8,0
CCNc1nc(OC)nc(Oc2ccc(=O)n(-c3ccccc3)n2)n1,2,4,8,3,0,-4,5,6,5
CNC(=O)C1CC(=O)N(Cc2ccc3c(c2)OCO3)C(=Nc2ccc(F)cc2)S1 (stereo unspecified),0,-2,0,0,1,-3,1,2,1
CNC(=S)Nc1ccc2[nH]c(=O)[nH]c2c1,2,3,3,0,4,5,-1,3,-1
NC(=O)c1ccc(NC(=O)COC(=O)c2cc([N+](=O)[O-])ccc2N2CCOCC2)cc1,0,-2,5,0,3,1,-11,2,1
O=C(CCCc1ccccc1)NC12CC3CC(CC(C3)C1)C2,0,2,-3,6,-7,1,-11,7,3
COc1ccc(/C=N/NC(=O)c2ccn[nH]2)cc1COc1ccc([N+](=O)[O-])c(C)c1,-63,-3,nt,nt,nt,-43,-17,-74,-3
COc1ccccc1OCc1nnc(SCC(=O)NCc2ccco2)n1-c1ccccc1,7,3,9,6,3,-1,-5,4,0
CCCCC(=O)NC(=S)NNC(=O)CC#N,34,-4,1,-1,10,-1,-1,2,2
C=CCOc1ccc(/C=C2/C(=N)N3N=C(CC(=O)N4CCCC4)SC3=NC2=O)cc1OC,10,-3,8,0,2,4,-4,6,8
CCOc1ccc(CCNC(=O)COC(=O)c2ccc(F)c(S(=O)(=O)N3CCOCC3)c2)cc1OCC,12,-2,2,0,0,-1,4,2,4
CCOc1ccc(C2N(c3ccc(F)cc3)C(=O)C3CCCN32)cc1 (stereo unspecified),-1,4,3,6,-6,0,-3,-3,-3
COc1cccc(CC(=O)Nc2ccccc2N2CCCC2)c1,1,-2,1,-1,-6,2,5,0,4
O=C(CSc1nc(-c2ccc(F)cc2)cs1)N1CCOCC1,-8,-1,11,-3,-4,2,8,2,5
O=C(CCc1ccccc1)NNC(=O)C12CC3CC(CC(C3)C1)C2,0,2,5,4,2,4,-3,2,5
COc1ccc(C(CCN2CCOCC2)c2c(OC)cc(OC)c3ccc(=O)oc23)cc1 (stereo unspecified),nt,2,10,-2,3,nt,nt,nt,4
CC(=O)Nc1sc(N/N=C/c2ccc(O)cc2)nc1-c1ccc(C)cc1,3,-5,3,3,-5,-5,15,2,8
O=C(COC(=O)c1cnc(Cl)c(Cl)c1)NCc1ccco1,16,-4,6,2,-7,3,2,6,3
C=CCn1c(C)cc(C(=O)CSc2nnc(NCc3ccccc3)s2)c1C,-3,1,-2,3,9,-2,15,2,6
COc1ccc(NC(=O)CN2C(=O)NC3(CCCC3)C2=O)cc1S(=O)(=O)N1CCCCC1,nt,-2,3,2,-2,-4,-1,-1,0
